# 12-LOX inh – Primary qHTS assay for inhibitors of human arachidonate 12S-lipoxygenase (ALOX12): Round 2 | purified 12hLO, xylenol orange hydroperoxide absorbance | Potency, µM (highest dose often 108 µM), for inactives: top-dose activity change, negative = inhibition, most hits filed as inhibitors | actives 1.1% (n = 580,000); further: potency means the concentration at half of the fitted maximal effect; on the % scale 0 is the no-effect control and ±100 the full control effect
#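 Hydroperoxide product was detected by ferrous iron/xylenol orange as the 573 to 405 nm absorbance ratio. Arachidonic acid at 40 uM (final) was turned over for 30 min at room temperature by 150 nM human 12hLO, pH 7.0 Hepes buffer, after 15 min compound preincubation.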
# HP1b binding inh – HTS for Inhibitors of HP1-beta Chromodomain Interactions with Methylated Histone Tails; Chromobox protein homolog 1 (Homo sapiens), P83916; AlphaScreen HP1-beta / biotin-H3K9me3 peptide binding; Potency, µM (doses to about 114 µM), for inactives: at the highest dose activity change, negative = inhibition, actives largely listed as inhibitors; actives 0.56% (n = 390,000); further: potency means the concentration at half of the fitted maximal effect; nearly all actives have a fitted effect of over 70% in size; inactives centre near 23
#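 HP1-beta protein (50 nM final) preincubated 30 min at room temperature with biotinylated H3(1-18)K9me3 peptide (50 nM) in PBS pH 7.4, 0.01% Tween-20, then compound added for 30 min. AlphaScreen streptavidin donor/nickel chelate acceptor beads (10 ug/mL final), 30 min dark, luminescence read.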
# PI4K2A inh – qHTS for small molecular inhibitors of PI4K2A; Phosphatidylinositol 4-kinase type 2-alpha (Homo sapiens), Q9BTU6; activity change, negative = inhibition, % at 76.9 µM; AID 1346378, 2018; actives 0.13% (n = 420,000); purified PI4K2A, ADP-Glo luminescence, 1 h; hits give low values; in the data active means activity change below about -50%; inconclusive means mostly about -30% to -49%;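 further: -100% = wells without enzyme as full effect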
# Target sequence (Q9BTU6 whole entry, looked up): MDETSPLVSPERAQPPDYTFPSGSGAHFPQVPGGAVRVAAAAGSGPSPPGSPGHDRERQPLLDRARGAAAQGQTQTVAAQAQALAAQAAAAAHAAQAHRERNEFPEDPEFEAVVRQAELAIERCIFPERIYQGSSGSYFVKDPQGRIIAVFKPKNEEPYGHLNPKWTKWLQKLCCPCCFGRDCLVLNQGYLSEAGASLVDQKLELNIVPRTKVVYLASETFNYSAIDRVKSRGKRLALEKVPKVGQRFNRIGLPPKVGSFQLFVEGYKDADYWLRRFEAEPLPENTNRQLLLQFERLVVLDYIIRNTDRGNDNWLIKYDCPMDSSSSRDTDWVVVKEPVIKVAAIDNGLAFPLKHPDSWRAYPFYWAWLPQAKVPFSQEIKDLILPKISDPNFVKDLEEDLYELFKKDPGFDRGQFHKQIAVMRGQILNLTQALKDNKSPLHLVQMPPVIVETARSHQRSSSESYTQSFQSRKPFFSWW
#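 In this quantitative HTS, ADP production by PI4K2A was quantified luminescently after 1 h at ambient temperature; 100 microM adenosine served as plate-quality control.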
# ERG Ets-DNA blk – qHTS for Small Molecule Inhibitors of the ERG Ets/DNA interaction. fluorescence polarization, His-ERG Ets domain / labelled DNA. Potency, µM (doses to about 76.9 µM), for inactives: at the highest dose FP activity, negative = inhibition, most hits filed as inhibitors. actives 0.028% (n = 370,000); active means well fitted inhibition curve with a large enough effect in the polarisation, with a control signal flat; inconclusive means small, poorly fitted or top-dose-only effect, or effect the other way, or a change in a side signal; inactive means no such curve, though single readings can be large or run the other way; the % refers to the polarisation;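 further: polarization taken with two DNA probes labelled with fluorescein and Texas red; potency means the concentration at half of the fitted maximal effect; % of control where 0% means no effect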
#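 His-tagged ERG Ets domain (1 uM in the protein solution; 300mM KCl, 50mM Tris-HCl, 1mM EDTA, 1mM DTT, pH 7.5) received compound, then a probe mix of 5 nM fluorescein-DNA and 100nM Texas-615-DNA. Fluorescence polarization was read for both dyes.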
# GLS inh – qHTS for Inhibitors of Glutaminase (GLS) | Glutaminase kidney isoform, mitochondrial (Homo sapiens), O94925 | GLS enzymatic activity, qHTS titration | Potency, µM (doses to about 45.5 µM), inactives show at the highest dose activity change, negative = inhibition, most hits filed as inhibitors | actives 0.21% (n = 410,000) | AID 624170, 2012; further: potency means the concentration at half of the fitted maximal effect; on the % scale 0 is the no-effect control and ±100 the full control effect
#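 Human kidney-isoform GLS in 45 mM KH2PO4 pH 8.2, 0.02% Tween-20, with compound, started with 1mM L-Glutamine (added stock). Glutamate oxidase/HRP/Amplex red coupled fluorescence read at start and after 30 min at RT.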
# G9a block – qHTS Assay for Inhibitors of Histone Lysine Methyltransferase G9a; Potency, µM (highest dose often 102 µM), inactives show top-dose activity, negative = inhibition, actives largely listed as inhibitors; actives 8.8% (n = 350,000); G9a H3K9 monomethylation, AlphaScreen, 2 h; AID 504332, 2011; Histone-lysine N-methyltransferase EHMT2 (Homo sapiens), Q96KQ7; further: potency means the concentration at half of the fitted maximal effect; on the % scale 0 is the no-effect control and ±100 the full control effect; nearly all actives have a fitted effect of over 75% in size
# Target sequence (Q96KQ7 913-1193 limits assumed): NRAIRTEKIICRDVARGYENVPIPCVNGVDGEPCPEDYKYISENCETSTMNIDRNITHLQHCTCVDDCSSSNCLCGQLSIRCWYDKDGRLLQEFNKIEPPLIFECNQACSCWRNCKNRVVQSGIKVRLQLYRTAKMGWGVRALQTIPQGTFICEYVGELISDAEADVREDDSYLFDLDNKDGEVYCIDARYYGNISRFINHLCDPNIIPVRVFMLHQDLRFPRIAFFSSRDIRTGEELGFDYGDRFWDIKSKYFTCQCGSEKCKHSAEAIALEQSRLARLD
#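 Quantitative HTS format: methyltransferase activity on a biotin-tagged H3K9 peptide is measured by AlphaScreen, using a rabbit anti-monomethyl-H3K9 antibody with streptavidin donor and anti-IgG acceptor beads. Final levels are 20 nM enzyme, 500 nM peptide, 20 uM SAM; 2 h RT.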
# RGS4 inhibitor – Inhibitors of Regulator of G Protein Signaling (RGS) 4: qHTS; Regulator of G-protein signaling 4 (Homo sapiens), P49798; Transcreener GDP fluorescence polarization, RGS4-accelerated GTP hydrolysis; Potency, µM (highest dose often 114 µM), for the others: top-dose activity change, negative = inhibition, hits mostly inhibitors; actives 0.039% (n = 390,000); AID 504845, 2011; further: potency means the concentration at half of the fitted maximal effect; on the % scale 0 is the no-effect control and ±100 the full control effect; nearly all actives have a fitted effect of over 75% in size; some results filed as inactive show a strong effect at the top dose
# Target sequence (P49798 whole entry, looked up): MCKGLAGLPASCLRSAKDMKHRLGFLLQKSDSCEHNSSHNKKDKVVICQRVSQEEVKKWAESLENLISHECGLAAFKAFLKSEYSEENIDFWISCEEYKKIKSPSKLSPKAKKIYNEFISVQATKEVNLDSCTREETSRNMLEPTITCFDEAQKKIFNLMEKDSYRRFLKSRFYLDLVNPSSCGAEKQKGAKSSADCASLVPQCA
#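 MLSMR compounds (23 nl, pin-transferred) preincubated 10 min at room temperature with a 500nM (2x) first reagent, then RGS4 at 900nM (2x) plus Transcreener GDP mix added; fluorescence polarization (620/688 nm) read before and after 90 min at 30 °C.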
# JMJD2A Tudor – qHTS Assay for Inhibitors of JMJD2A-Tudor Domain; Lysine-specific demethylase 4A (Homo sapiens), O75164; AlphaScreen JMJD2A-Tudor / H3K4me3 peptide binding; Potency, µM (top dose mostly 114 µM), without a hit: top-dose activity change, negative = inhibition, usual class: inhibitors; actives 4.4% (n = 390,000); AID 504339, 2011; further: potency means the concentration at half of the fitted maximal effect; on the % scale 0 is the no-effect control and ±100 the full control effect; nearly all actives have a fitted effect of over 50% in size
# BAZ2B block – qHTS Assay for Inhibitors of BAZ2B; Bromodomain adjacent to zinc finger domain protein 2B (Homo sapiens), Q9UIF8; AlphaScreen BAZ2B-H3K14Ac peptide displacement; Potency, µM (titrated, usually from 114 µM), for the others: at the highest dose activity change, negative = inhibition, actives largely listed as inhibitors; actives 4.4% (n = 360,000); further: potency means the concentration at half of the fitted maximal effect; on the % scale 0 is the no-effect control and ±100 the full control effect; nearly all actives have a fitted effect of over 60% in size
#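 Protein-peptide AlphaScreen: BAZ2B 50 nM, b-H3K14Ac 50 nM, 1x PBS pH 7.4 + 0.01% Tween-20. Preincubation 30 min RT; cpd 30 min RT (top 110 uM); beads 20 min RT, light-protected.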
# * = called active by the depositor; ? = inconclusive; · = not tested or not shown; & = joins results of further samples; [ ] = another dose, or the depositor's remark. Unless noted, the call rests on the fitted dose curve; in most records, active means well fitted curve in the direction sought with a large enough effect; inconclusive means small, poorly fitted or top-dose-only effect, or another doubt; inactive means no such curve, though single readings can be large; an effect the other way counts as inactive or inconclusive.
SMILES,12-LOX inh,HP1b binding inh,PI4K2A inh,ERG Ets-DNA blk,GLS inh,G9a block,RGS4 inhibitor,JMJD2A Tudor,BAZ2B block
CCN(CC)c1ccc(/C=C(/C#N)c2nc3ccccc3[nH]2)c(OC(C)C)c1,-9.3%,37.3%,1.5,?,10.4%,?,-19.2%,-32.9%,-37.0%
Cc1cc(NC(=O)CSc2nc3ccccc3n2CCC#N)no1,-2.3%,15.3%,-0.3,-21.4%,0.0%,-5.7%,5.5%,2.5%,-15.3%
O=C(CSc1nc2cc3c(cc2c(=O)n1CCC1=CCCCC1)OCO3)NCc1ccco1,-6.5%,15.0%,-1.2,-5.3%,12.1%,-7.1%[59 µM],57.0%[activator],-12.5%,-0.7%
CCCS(=O)(=O)N1CCCC(C(=O)NCCCOCC)C1 (stereo not drawn),5.0%,17.5%,16.6,-13.1%,18.1%,55.1%[activator][12.7 µM],19.8%,-12.1%,8.5%
CC(C)[C@H](NC(N)=O)C(=O)NCCc1ccc(Cl)cc1,-3.9%,27.1%,-6.8,23.0%,2.4%,12.8%[12.7 µM],28.3%,-4.5%,-0.5%
CCOC(=O)Nc1cc(C)ccc1OC,48.7%[activator],29.0%,1.8,8.9%,11.7%,9.3%[59 µM],2.7%,-9.6%,0.9%
CC(C)CCNC(=O)c1ccc2c(SCC(=O)O)c3c(nc2c1)CCC3,0.0%,-0.8%,-5.3,3.7%,-3.9%,·,9.5%,-8.7%,-1.3%
CC1CCN(C(=O)c2ccc(COc3ccccc3Cl)o2)CC1,?,13.8%,2.4,6.9%,8.9%,5.6%[12.7 µM],?,-5.3%,-4.9%
Cc1ccc(S(=O)(=O)N(C)CC(=O)OCc2nnc(-c3ccccc3)o2)cc1,-6.3%,1.6%,1.8,-1.0%,0.2%,-2.0%[12.7 µM],9.2%[11.4 µM],-17.6%[11.4 µM],?
COc1ccc2c(c1)c(=O)c(C(=O)O)c(-c1ccc3c(c1)OCO3)n2C,-0.2%,21.8%,-3.6,-11.7%,3.4%,15.3%,2.9%,-5.3%,1.0%
CC(Oc1cccc(Cl)c1)C(=O)NCCCCc1ccccc1 (stereo not drawn),-24.7%,126.2%[activator],2.7,6.9%,0.8%,39.4%[59 µM],0.3%,43.9%[activator],47.6%[activator]
Cc1ccc(/C=C/C(=O)O)cc1S(=O)(=O)NCCCO,181.4%[activator],26.4%,-4.8,9.4%,4.7%,-38.9%[12.7 µM],-7.4%,-12.0%,-0.4%
O=C(CN1C2CCC1CC(NC(=O)Nc1ccccc1)C2)NCc1ccco1 (stereo not drawn),-7.1%,-4.5%,4.3,-7.9%,9.7%,9.4%[12.7 µM],17.9%,?,?
O=C(Nc1ccccc1Br)c1cc[n+]([O-])cc1,-1.2%,30.8%,-0.6,-3.3%,-8.3%,21.7%,-2.2%,0.7%,3.6%
CC(C)OP(=O)(OC(C)C)C(C)NC(=O)Cc1ccccc1 (stereo not drawn),12.9%,44.5%[activator],1.6,-3.3%,-0.1%,-1.5%,8.0%,-5.0%,-16.6%
CC(=O)N1CCCc2cc(S(=O)(=O)CCC(=O)Nc3cccc(C)c3C)ccc21,-9.1%,41.6%[activator],-1.2,1.3%,4.0%,9.3%,-8.6%,-7.6%,1.1%
CCOc1ccc(N2CC(NC(=O)c3ccc4c(c3)OCO4)CC2=O)cc1 (stereo not drawn),-30.0%,28.1%,-1.6,2.8%,7.5%,-3.4%[59 µM],-6.0%,-9.4%,2.4%
CCn1c(SCC(=O)Nc2nccs2)nnc1-c1ccc(C)cc1,?,21.6%,0.8,-25.1%,-7.8%,20.2%[59 µM],-5.0%,-20.3%,1.7%
O=C1c2ccccc2C(=O)N1CC(O)Cn1nnc2ccccc21 (stereo not drawn),1.5%,31.6%,3.1,-0.3%,3.0%,9.9%[59 µM],-8.1%,-8.2%,-3.9%
CSc1nc2sc(-c3ccccc3)cc2c(=O)n1N,11.8%,16.3%,-29.1,7.0%,-7.7%,-8.5%,-6.8%,-4.1%,1.3%[57.1 µM]
COc1cccc(C(=O)NCCSc2c(C)[nH]c3ccccc23)c1OC,-16.4%,14.3%,2.9,-7.6%,4.9%,·,26.3%[11.4 µM],2.2%[11.4 µM],?
Cn1c(SCc2ccccc2Cl)nc2c1c(=O)[nH]c(=O)n2C,18.0%,17.7%,2.0,9.4%,6.9%,7.5%,9.9%,-12.3%,-6.6%
COc1ccc2cc(CNc3ccc(C)cc3)c(=O)n(CC(=O)Nc3ccc(C)cc3Cl)c2c1,123.1%[activator],40.6%[activator],-14.5,-5.1%,12.6µM*,5.7%[59 µM],0.3%,-1.0%,-19.0%
O=[N+]([O-])c1cc2c(c(CSc3nnc(Nc4ccccc4)s3)c1)OCOC2,-3.7%,25.4%,17.5,-6.4%,0.8%,3.55µM*,-4.8%,17.5%,-3.6%
CCN1C(=O)[C@H]2[C@@H](c3ccc(C)cc3)N3C(=O)N(c4ccccc4)C(=O)[C@@]3(C)[C@H]2C1=O,-5.8%,58.9%[activator],-1.7,0.3%,-3.4%,31.4%,13.3%,-10.3%,-28.5%
CCN(C(=O)CCNC(=O)Cn1cnc2ccccc2c1=O)c1cccc(Cl)c1,-9.6%&0.0%,-7.2%&33.6%,-2.7&-0.7,19.4%&-0.9%,14.3%&-7.3%,-5.1%,12.0%&-6.0%,-14.5%&-11.8%,4.2%&3.5%
O=C(COc1ccc([N+](=O)[O-])cc1)Nc1ccc2c(c1)nc1n2CCOC1,-2.8%,15.9%,0.3,1.9%,?,1.2%,-40.4%[56.9 µM],?,-4.8%
COc1cc(NC(=O)c2cc(OC)c(OC)c(OC)c2)cc(-n2cnnn2)c1,?,18.1%,-19.3,-3.6%,0.0%,?,-16.7%,3.2%,3.4%
Cn1nnnc1SCC(=O)Nc1ccccc1C(=O)NC1CC1,41.9%[activator],21.7%,-14.2,-7.3%,0.3%,1.1%[59 µM],0.0%,11.2%,-3.1%
C=CCn1c(CCNC(=O)c2cccs2)n[nH]c1=S,-1.5%,?,2.3,-3.1%,-0.6%,11.2µM*,-28.7%,?,-19.8%

# Entries listed above marked active in GLS inh:
SMILES,12-LOX inh,HP1b binding inh,PI4K2A inh,ERG Ets-DNA blk,GLS inh,G9a block,RGS4 inhibitor,JMJD2A Tudor,BAZ2B block
COc1ccc2cc(CNc3ccc(C)cc3)c(=O)n(CC(=O)Nc3ccc(C)cc3Cl)c2c1,123.1%[activator],40.6%[activator],-14.5,-5.1%,12.6µM*,5.7%[59 µM],0.3%,-1.0%,-19.0%

# Later entries.
SMILES,12-LOX inh,HP1b binding inh,PI4K2A inh,ERG Ets-DNA blk,GLS inh,G9a block,RGS4 inhibitor,JMJD2A Tudor,BAZ2B block
CC(C)c1ccc(/C=N/NC(=O)CCNC(=O)c2ccccc2)cc1,22.7%,0.9%,-3.3,-0.1%,3.0%,22.8%,-10.3%,-22.8%,-1.8%
O=C(COCc1cc(-c2cccs2)on1)NCc1cccc(Cl)c1,-15.0%,31.9%,0.7,-2.1%,-7.1%,20.5%[59 µM],-19.4%,-3.6%,31.0%
O=C(CN1C(=O)C2(OCCCO2)c2ccccc21)NCCc1ccccc1,-1.0%,36.6%,-1.8,0.4%,-6.7%,13.9%[12.7 µM],-19.3%,1.9%,-1.6%
CNC(=O)c1sc(N2N=C3/C(=C/c4ccccc4)CCCC3C2c2ccccc2)nc1C (stereo not drawn),1.2%,23.6%,-0.8,-4.9%,4.3%,-41.9%,-5.6%,8.0%,7.3%
CN(C(=O)CSc1cn(CC(=O)N2CCCCC2)c2ccccc12)c1ccccc1,0.0%,25.6%,-2.3,-2.2%,2.0%,-4.7%[59 µM],-9.5%,-1.1%,-16.3%
CN(CC(=O)Nc1ccccc1Cl)C(=O)COC(=O)c1cc([N+](=O)[O-])ccc1N1CCOCC1,?,-10.5%,-7.5,5.9%,11.5%,-41.5%,?,-19.3%,?
COc1ccc(NC(=O)CSc2n[nH]c(C(C)C)n2)c([N+](=O)[O-])c1,-4.0%,46.2%[activator],-0.9,0.5%,0.0%,12.4%,-5.5%,-11.9%,-20.5%
CCC(=O)N(C)C(c1ccccc1Cl)c1nnnn1-c1c(C)cccc1C (stereo not drawn),0.9%,38.0%[activator],2.2,-7.2%,-7.3%,-2.6%[59 µM],13.6%,-10.7%,-0.5%
NCC1OC(n2cnc3c(N)ncnc32)CC1O (stereo not drawn),-17.4%,18.8%,-15.9,·,7.2%,·,2.5%,-20.1%,·
Cc1ccc2c(C)c(C(=O)NCC(c3ccc(Cl)cc3)N3CCOCC3)oc2c1 (stereo not drawn),5.4%,1.4%,1.3,2.6%,-0.4%,12.6µM*,-40.8%,-25.2%,?

# Screens deposited in PubChem BioAssay by National Center for Advancing Translational Sciences (NCATS).

# This is a subset; count on the stated rates, not on these rows.
